# Compound activity as filed in PubChem.
# PERK inh = block of dimerizer-induced PERK translation repression, primary screen, PERK inhibitor project, CHO PERK-DD cells, SEAP luminescence, HTS | Eukaryotic translation initiation factor 2-alpha kinase 3 (Homo sapiens), Q9NZJ5 | CHO PERK-DD fusion, SEAP luminescence translation reporter | inhibition, % at 5.6 µM | 220,000 tested, 0.17% active;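 active = inhibition above the mean inhibition of all tested compounds plus 3 SD, set separately per screening campaign, cut at about 2.9% in these data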;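 also: PERK kinase domain activated by AP20187 dimerizer at 100 nM; 0% = DMSO with dimerizer and 100% = rapamycin at 8.4 µM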
# Calpain2 inh = inhibitors of pig calpain II, primary screen, biochemical, fluorogenic peptide substrate, 1536-well. AID 1236, 2008. purified calpain II, 30 min. 220,000 tested, 0.37% active. inhibition, % at 16 µM;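 active = inhibition above about 50%, limit read from the data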
# EBV gp42 inh = Epstein-Barr virus gp42 inhibitors, primary screen, biochemical, uHTS, fluorescence polarization. Glycoprotein 42 (Epstein-Barr virus (strain AG876)), Q1HVG2. 220,000 tested, 0.42% active. inhibition, % (tested at 21.74 µM). Fluorescence polarization binding assay, mP read-out; in the data active = inhibition above about 50%
# Target sequence (Q1HVG2 whole entry, looked up): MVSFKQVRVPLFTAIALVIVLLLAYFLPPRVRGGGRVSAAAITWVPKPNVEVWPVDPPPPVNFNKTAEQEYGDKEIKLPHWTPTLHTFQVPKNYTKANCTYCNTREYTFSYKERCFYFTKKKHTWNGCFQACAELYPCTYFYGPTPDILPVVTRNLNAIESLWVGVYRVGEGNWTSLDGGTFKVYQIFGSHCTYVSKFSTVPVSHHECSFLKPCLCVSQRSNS
# eIF4E 4G PPI = eIF4E–eIF4G protein interaction inhibitors, primary screen, biochemical, uHTS, TR-FRET, eIF4GI fragment; Eukaryotic translation initiation factor 4E (Mus musculus) + Eukaryotic translation …; 220,000 tested, 0.37% active; inhibition, % at 21.7 µM; AID 782, 2007; TR-FRET eIF4E-eIF4GI(517-606) binding, 2 h;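 active = inhibition above about 30%, limit read from the data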;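 also: 0% = full FRET control wells and 100% = background wells lacking eIF4GI fragment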
# zVAD death inh = inhibitors of zVAD-triggered necroptosis, primary screen, L929 cells; L929 zVAD necroptosis rescue, ATP luminescence, 24 h; with zVAD 60 µM; viability rescue, % at 10 µM; 220,000 tested, 0.38% active; AID 1377, 2008;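 active = activation, scaled between plate controls, above about 75%, limit read from the data; inactive = activation under that limit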;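 also: 0% = zVAD with DMSO and 100% = DMSO alone without zVAD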
# Rad51 HR inh = human RAD51 strand exchange inhibitors, primary screen, biochemical, fluorescence; DNA repair protein RAD51 homolog 1 (Homo sapiens), Q06609; hRad51 DNA strand exchange, fluorescence dequenching; inhibition, % at 10 µM; 200,000 tested, 0.085% active; AID 1385, 2008;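 active = inhibition above 40% at the single screening dose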;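 also: 0% = DMSO control wells and 100% = blanks with heterologous ssDNA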
# Target sequence (Q06609 whole entry, looked up): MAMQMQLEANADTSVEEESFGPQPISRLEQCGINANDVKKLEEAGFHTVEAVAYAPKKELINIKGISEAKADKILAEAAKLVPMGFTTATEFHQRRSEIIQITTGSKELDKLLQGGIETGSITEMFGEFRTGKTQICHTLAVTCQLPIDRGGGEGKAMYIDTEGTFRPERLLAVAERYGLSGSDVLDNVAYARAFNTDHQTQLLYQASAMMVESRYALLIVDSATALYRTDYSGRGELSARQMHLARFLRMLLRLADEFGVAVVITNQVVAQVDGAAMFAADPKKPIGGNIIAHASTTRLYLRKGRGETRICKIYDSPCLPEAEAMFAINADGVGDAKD
#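 Material: human Rad51–ssDNA filaments; Probe or stimulus: labelled 47-mer dsDNA for strand exchange; Doses: single 10 µM dose; Incubation: 37 °C 15-min filament assembly, 30-min compound preincubation, 15-min exchange; Technique: FRET fluorescence dequenching, excitation 485 nm, emission 520 nm; Measure: Fluorescence-based percent inhibition, control- and blank-normalised; Benchmarks: plate control and blank wells.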
# Mdm2 ligase inh = MDM2-luciferase reporter signal enhancers, primary screen, MDM2 E3 ligase inhibitor project, cell-based, luminescence, 1536-well; AID 1230, 2008; signal enhancement, % at 5 µM; cell-based MDM2 ubiquitination luciferase reporter, 2 h; 0 = plate control, 100 = twice control, blank-subtracted; 210,000 tested, 0.11% active;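 active = signal enhancement of 30% or more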;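 also: luminescence tracks abundance of the self-degrading MDM2-luciferase fusion protein; higher signal means inhibition of MDM2 E3 ligase activity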
# Target sequence (Q00987 whole entry, looked up, the tested form may be a part): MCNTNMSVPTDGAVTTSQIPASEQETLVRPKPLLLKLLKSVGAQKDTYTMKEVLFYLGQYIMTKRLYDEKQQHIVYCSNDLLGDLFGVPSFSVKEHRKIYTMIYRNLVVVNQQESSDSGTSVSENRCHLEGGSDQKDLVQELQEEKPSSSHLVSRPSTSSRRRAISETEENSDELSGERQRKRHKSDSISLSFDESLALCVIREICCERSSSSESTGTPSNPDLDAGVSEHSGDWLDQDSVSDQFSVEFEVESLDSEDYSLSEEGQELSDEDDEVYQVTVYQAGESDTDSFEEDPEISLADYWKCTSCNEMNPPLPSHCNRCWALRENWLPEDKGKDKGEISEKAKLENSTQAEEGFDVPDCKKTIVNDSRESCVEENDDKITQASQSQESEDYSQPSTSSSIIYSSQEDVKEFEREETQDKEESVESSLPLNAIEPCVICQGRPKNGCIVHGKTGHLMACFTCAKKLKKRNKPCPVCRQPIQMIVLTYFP
#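 Assay system: mammalian cells stably expressing self-ubiquitinating, self-degrading MDM2 E3–luciferase fusion. Quantity: 2000 cells in each well. Medium: DMEM culture medium. Compound dosing: single-point 5 µM. Timing: cell settling 4 h, compound treatment 2 h, both 37 °C. Technique: luciferase luminescence. Read-out basis: percent signal gain over controls, blank-subtracted. Benchmarks: plate controls and plate blanks.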
# TNF necrop inh = inhibitors of TNF-alpha triggered necroptosis, primary screen, cell-based, Jurkat FADD-/-, single concentration; AID 463075, 2010; 220,000 tested, 0.068% active; Jurkat FADD-/- TNF necroptosis rescue, ATP luminescence, 24 h; 0 = TNF only, 100 = no-TNF cells; activation (protection from cell death), % at 10 µM;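 active = activation, meaning protection from cell death, of at least 50% relative to plate controls; inactive = activation below 50%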;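 also: necroptosis triggered by 40 ng/mL TNF-alpha added together with compound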
# KCC2 mod = KCC2 cotransporter modulators, thallium flux, primary screen, cell-based, HEK293 KCC2, FluoZin-2 fluorescence, MLSMR; Solute carrier family 12 member 5 (Homo sapiens), Q9H2X9; KCC2 cells, thallium flux FluoZin-2 fluorescence; B-score of Tl+ flux slope (higher = more flux/activation; lower = inhibition) at 10 µM; 190,000 tested, 2.2% active; AID 1456, 2008;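 active = thallium flux slope and its plate-corrected score both differing from the plate sample mean at a set confidence after two filtering rounds, in either direction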;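 also: slope of fluorescence scaled to starting intensity during 10 to 20 s after thallium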
# * hit, by the source's call; i = inactive; / = not tested or not shown; [ ] = dose if it differs, or a comment. Hits appear at their usual frequency. About 3.6% of those tested had a hit in this group.
Compound,Rad51 HR inh,Calpain2 inh,KCC2 mod,eIF4E 4G PPI,EBV gp42 inh,zVAD death inh,Mdm2 ligase inh,TNF necrop inh,PERK inh
O=C(Nc1cc(N2CCOCC2)ncn1)c1ccccc1,3,-7,-0.16,7,-16,1.5,-4,-0.3,0.0
O=C(NCc1cccnc1)C1c2ccccc2C(=O)N1C1CCCC1 (centres undefined),5,1,-0.021,3,-11,1.4,-11,1.6,-0.1
CCN(CC)C(=O)COc1ccc2oc(C)c(C(=O)OC)c2c1,3,-12,-0.53,3,-21,-0.4,-16,0.1,0.3
Cc1cccc2nc(CSCc3ccco3)cn12,8,-62,0.1,0,19,0.9,-12,0.0,0.3
O=C(CSc1nc2c(c(C(F)(F)F)n1)CCc1ccccc1-2)NCc1ccccc1,-9,-20,-0.54,5,-8,-0.3,-4,-0.6,0.8
Cc1ccc2nc(NC(=O)COC(=O)c3ccc(Br)o3)sc2c1,-3,-9,0.48,0,-40,1.1,-11,-0.9,0.9
Cc1nn(C)cc1CN(C)C(=O)c1sc2cccc(Cl)c2c1Cl,-3,-27,-1.3,-4,10,2.5,-15,1.9,-0.5
COc1cccc(-c2nnc(-c3ccc(C(F)(F)F)cc3)o2)c1OC,1,-9,/,-1[fluorescence artefact?],5,-0.1,/,0.4,0.7
COc1ccc(N=Cc2c(O)ccc3ccccc23)cc1,i,-22,-0.00026,9,-73,4.4,4,-6.6,0.8
Cc1nc(C#N)c(N/N=C/c2c(F)cccc2Cl)o1,/,-11,-0.76,-6[fluorescence artefact?],-6,/,/,-5.3,1.2
CC(C)(C)C1C/C(=C/c2ccco2)C(=O)/C(=C/c2ccco2)C1 (centres undefined),-115,-7,-0.069,2,-27,/,0,-4.1,0.3
CCOC(=O)c1ccc(NC(=O)N2CCN(C(=O)C3CCCO3)CC2)cc1 (centres undefined),2,4,-1.1,-3,7,2.6,-12,-1.3,0.7
Cc1nc2nc(-c3ccccc3)[nH]n2c(=O)c1Cc1ccccc1,11,18,-0.051,17,-7,0.3,-24,0.1,0.7
CN(C)CCCNc1oc(-c2cccc(Cl)c2)nc1C#N,-2,i,/,4,-20,0.5,-16,3.3,-0.6
CN(c1cccc(NS(=O)(=O)c2cccc([N+](=O)[O-])c2)c1)S(C)(=O)=O,-4,9,-0.38,1,6,0.4,-6,-1.8,2.1
Cc1ccc(S(=O)(=O)N(C)C)cc1N,-3,-17,0.46,2,-3,2.2,5,0.1,0.1
O=S(=O)(N1CCOCC1)n1nnc2ccccc21,4,-11,0.84,1,0,0.1,-7,-2.8,0.8
C=CCNc1nc2c(c(=O)n(C)c(=O)n2C)n1Cc1ccc(F)cc1,1,2,-0.12,-1,-4,-0.2,-24,-5.0,-0.3
C/C(=C\C(=O)c1ccc(Br)cc1)NCc1ccccc1,-7,33,/,8,5,0.5,-11,11,0.1
Cc1noc(C)c1S(=O)(=O)N1CCC(C(=O)Nc2ccc(OC(F)(F)F)cc2)CC1,2,22,/,0,-13,-0.5,-13,1.3,1.0
CC1CCc2c(sc(/N=C/c3cccnc3)c2C(N)=O)C1 (centres undefined),11,2,1.5,-3,-29,1.7,-7,-0.1,1.2
O=C1/C(=C/C=C/c2ccco2)SC(=S)N1NS(=O)(=O)c1ccccc1,-52,49,6.8*,34*,-11,-0.4,-19,-4.0,0.9
Nc1c(C(=O)NC2CCCC2)c2nc3ccccc3nc2n1/N=C/c1ccco1,-2,-12,0.66,2,10,0.2,3,3.3,0.1
Cc1ccc(-c2c3c(=O)n(C)c(=O)n(C)c3cn2Cc2ccccc2)cc1,4,7,0.15,3,-2,-0.7,6,-15,-0.8
Cc1cc(Nc2cc(C(=O)O)ccc2C)n2ncnc2n1,4,-19,0.81,-5,4,0.5,-4,0.6,1.2
CC(C)c1ccc(NC(=O)c2cccnc2)cc1,-6,-2,-0.59,3,-11,2.1,-3,0.3,-0.3
O=C(COC(=O)Cc1ccc(Cl)cc1Cl)Nc1ccc(OC(F)F)cc1,-11,27,-0.9,-3[fluorescence artefact?],1,0.0,2,0.9,-0.1
O=C(/C=C/c1ccco1)NC(=S)Nc1cccc(-c2nc3ccccc3o2)c1,7,-15,0.011,-21,-35,0.4,-4,-17,0.6
Cc1c(NC(=O)c2cn3ccccc3n2)cccc1-n1cnnn1,/,-20,-0.21,1,-22,0.7,-6,1.2,1.0
Cc1ccc(Nc2cnn(C34CC5CC(CC(CC(=O)O)(C5)C3)C4)c(=O)c2Cl)c(Cl)c1,-10,-10,0.98,0,4,4.7,-17,-0.1,0.5

# Only PERK inh and zVAD death inh, for some of the entries so far:
smiles	PERK inh	zVAD death inh
O=C(/C=C/c1ccco1)NC(=S)Nc1cccc(-c2nc3ccccc3o2)c1	0.6	0.4
Cc1c(NC(=O)c2cn3ccccc3n2)cccc1-n1cnnn1	1.0	0.7

# Additional entries follow.
Compound,Rad51 HR inh,Calpain2 inh,KCC2 mod,eIF4E 4G PPI,EBV gp42 inh,zVAD death inh,Mdm2 ligase inh,TNF necrop inh,PERK inh
O=C(/C=C\Nc1cccc(F)c1)c1ccc2c(c1)OCO2,0,8,1.6,2,-10,-0.6,-5,-0.6,-0.2
Clc1cccc(-c2cc3nc4c(c(N5CCNCC5)n3n2)CCCC4)c1,10,-50,0.76,-1,-24,-2.0,/,-14,-0.7
Cc1ccc(NC(=O)CSc2nc3c(c(=O)[nH]2)CN(Cc2ccc(F)cc2)CC3)cc1C,-4,13,0.58,1[fluorescence artefact?],-13,-0.9,-7,0.8,0.0
CCOC(=O)C1CCN(C(=O)Nc2ccc(OC(F)(F)F)cc2)CC1,-2,-1,0.25,-5,-10,0.4,-11,1.4,-0.2
c1ccc2c(c1)ncn2-c1ncnc2sc3c(c12)CCCC3,-7,-132,-0.074,4,12,-0.2,/,-1.4,-0.3
O=C(C1CCCC1)N1CCC(CO)(Cc2ccccc2Cl)CC1,4,-3,-0.065,-2,2,6.2,1,2.0,0.0
Cc1ccc(C(=O)c2ccccc2C(=O)OCC(=O)Nc2cccc([N+](=O)[O-])c2)cc1,-4,-10,0.93,-1,4,3.3,-1,2.4,-0.6
COc1cccc(/C=C/C(=O)NCCc2ccc(OC)c(OC)c2)c1,5,-11,-0.023,3,-6,1.7,-11,2.2,-0.2
C#CCOCCOCCOCCNc1nc(N2CCN(C(=O)[C@H](Cc3ccc(O)cc3)n3cc([C@@H](N)C(C)CC)nn3)CC2)nc(N2CCN(C(=O)[C@H](Cc3cc4ccccc4[nH]3)n3cc([C@@H](N)Cc4ccc(O)cc4)nn3)CC2)n1 (some centres undefined),/,-45,0.98,-3,-2,-0.9,-7,5.2,/
CC(C)c1ccc(NC(=O)NN2CCOCC2)cc1,14,-18,-0.37,1,-11,2.6,-31,0.4,1.2
COc1ccc(CCN2C(=O)CC(Nc3ccc(N4CCOCC4)cc3)C2=O)cc1OC (centres undefined),2,2,0.011,0,-4,0.3,4,-1.6,-0.6
CCCOC(=O)c1ccc(NC(=O)COC)cc1,5,-3,/,-1[fluorescence artefact?],3,0.2,-3,0.9,1.2
COC(=O)c1c(N2C(=O)CC(Sc3ccccc3C(=O)O)C2=O)sc(C)c1C (centres undefined),-10,7,1.3,3,0,0.7,-29,1.1,-0.1
Cc1ccc(C(=O)COC(=O)c2ccc(O)cc2)cc1,-4,-12,/,3,1,9.9,-25,-0.7,-0.1
O=C(CCC1CCCN(C(=O)c2ccc3cc[nH]c3c2)C1)NCc1ccc(F)c(F)c1 (centres undefined),4,-35,-0.31,-3,8,4.2,-5,1.2,0.3

# Complete entries, looked up by structure.
# Cc1nc2nc(-c3ccccc3)[nH]n2c(=O)c1Cc1ccccc1 in the list: Rad51 HR inh = 11; Calpain2 inh = 18; KCC2 mod = -0.051; eIF4E 4G PPI = 17; EBV gp42 inh = -7; zVAD death inh = 0.3; Mdm2 ligase inh = -24; TNF necrop inh = 0.1; PERK inh = 0.7
# Cc1ccc(-c2c3c(=O)n(C)c(=O)n(C)c3cn2Cc2ccccc2)cc1 in the list: Rad51 HR inh = 4; Calpain2 inh = 7; KCC2 mod = 0.15; eIF4E 4G PPI = 3; EBV gp42 inh = -2; zVAD death inh = -0.7; Mdm2 ligase inh = 6; TNF necrop inh = -15; PERK inh = -0.8
# CC1CCc2c(sc(/N=C/c3cccnc3)c2C(N)=O)C1 (centres undefined) in the list: Rad51 HR inh = 11; Calpain2 inh = 2; KCC2 mod = 1.5; eIF4E 4G PPI = -3; EBV gp42 inh = -29; zVAD death inh = 1.7; Mdm2 ligase inh = -7; TNF necrop inh = -0.1; PERK inh = 1.2

# Next part:
Compound,Rad51 HR inh,Calpain2 inh,KCC2 mod,eIF4E 4G PPI,EBV gp42 inh,zVAD death inh,Mdm2 ligase inh,TNF necrop inh,PERK inh
O=[N+]([O-])c1c(NCc2ccco2)ccc2nonc12,16,14,-0.23,0,-8,1.7,-11,0.6,0.8
COc1ccc(N(CC(=O)NN=C2CCCCCCC2)S(=O)(=O)c2ccccc2)cc1Cl,3,-26,-0.17,2,-9,0.0,24,2.3,-0.3
Cc1cc(=O)[nH]c(/N=C(\N)Nc2ccc3c(c2)OCCO3)n1,1,-6,-0.28,3,-24,0.5,-11,-0.9,0.6
COc1ccc(S(=O)(=O)N2CCCC2C(=O)Nc2nnc(-c3cccnc3)s2)cc1 (centres undefined),1,-47,/,16,-12,1.8,-15,0.2,-1.6
COC(=O)Nc1nnc(CC(=O)Nc2ccccc2C)s1,0,-7,1.4,0,-4,-0.4,/,-3.1,2.4
CC(C)(C)n1nc2c(c1NC(=O)c1ccc(S(=O)(=O)N3CCCC3)cc1)CSC2,3,-84,-2.4,-1[fluorescence artefact?],-2,-0.3,-12,-1.1,-1.1
CCOC(=O)C1=C(O)C(=O)N(C2CCCCC2)C1,13,-19,-0.0017,8,-4,0.6,-4,2.1,2.1
CCCCn1c(CNC(=O)Cc2ccccc2)nc2ccccc21,-3,3,0.14,0,0,0.0,-4,2.6,0.0
CCCOc1ccc(C(=O)Nc2ccc(Cl)cn2)cc1,18,29,/,0,-25,-0.3,3,1.5,-0.5
